ERK EGF inh – qHTS Assay for Inhibitors of the ERK Signaling Pathway using a Homogeneous Screening Assay; Stimulation with EGF. HEK293-V1b, EGF-stimulated phospho-ERK AlphaScreen. Potency, µM (top dose mostly 11.5 µM), without a hit: top-dose activity change, negative = inhibition, most hits filed as inhibitors. 130,000 compounds, 0.41% hits; active = well fitted inhibition curve with a large enough effect; inconclusive = small, poorly fitted or top-dose-only effect, or effect the other way;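 note: plate controls were stimulated vehicle wells for no effect and unstimulated vehicle basal for full effect; nearly all actives have a fitted effect of over 55% in size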
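Compounds are titrated over HEK293-V1b cells kept overnight in 1% FBS. After 30 min at 37C, EGF (25 nM final) triggers ERK phosphorylation for 5 min, measured by AlphaScreen in lysates.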
Numbers without * were called inactive; ? = inconclusive; & = joins results of further samples; [ ] = another dose, or the depositor's remark. Potency is the fitted concentration of half-maximal effect. This is a subset; count on the stated rates, not on these rows.

The opening three entries as a preview:
SMILES | ERK EGF inh
O=C(c1ccncc1)N1CCN(c2ccc3ccccc3n2)CC1 | -5.0%
CCCCCCCC1=CC2=CC(=O)C(C)(OC(C)=O)C(=O)C2=CN1CCc1ccccc1 (centres undefined) | -6.7%
Cc1cnc(CN(C)C(=O)c2cc(COc3c(F)cccc3F)on2)[nH]1 | -4.5%

Results, previewed entries included:
SMILES | ERK EGF inh
O=C(c1ccncc1)N1CCN(c2ccc3ccccc3n2)CC1 | -5.0%
CCCCCCCC1=CC2=CC(=O)C(C)(OC(C)=O)C(=O)C2=CN1CCc1ccccc1 (centres undefined) | -6.7%
Cc1cnc(CN(C)C(=O)c2cc(COc3c(F)cccc3F)on2)[nH]1 | -4.5%
NS(=O)(=O)c1ccc(CCNC(=O)NC2CCCCC2)cc1 | -5.7%[57.5 µM]
Nc1nonc1C(=O)N/N=C/c1cc(Br)ccc1O | -2.7%
CC(=O)O/N=C(\N)Cc1ccc(-c2csnn2)cc1 | -9.0%[57.5 µM]
Cn1nc(C(F)(F)F)c(-c2cccc(C(F)(F)F)c2)c1NC(=O)c1ccco1 | 6.8%[57.5 µM]
Cc1ccc(NC(=O)C2CCCN2S(=O)(=O)c2ccc3c(c2)n(C)c(=O)c(=O)n3C)c(C)c1 (centres undefined) | -6.3%[57.5 µM]
CNC(=O)CSc1nc2[nH]ncc2c(=O)[nH]1 | -4.8%
CS(=O)(=O)NN1C(=O)c2ccccc2NC1c1ccccc1 (centres undefined) | 1.0%[57.5 µM]
CCCC[C@@H]1C[C@H]1C(NC(=O)c1ccccc1)c1ccc(C(=O)OC)cc1 (some centres undefined) | -14.8%
CC(C)CN1CCC2(CC1)CCN(S(=O)(=O)c1ccccc1)CC2 | 7.0%
CC(C)(O)C#Cc1ccc(C(=O)N2CCN(c3ccc(Cl)cc3)CC2)cc1 | 1.1%
CCOC(=O)C1CCN(S(=O)(=O)c2ccc(-c3ccccn3)s2)CC1 | -2.4%[57.5 µM]
O=S(=O)(NCc1ccccc1)NCc1ccccc1 | -3.7%
NC(=O)CSc1nnc(-c2ccccn2)n1Cc1ccco1 | -4.3%[57.5 µM]
O=C1Nc2ccccc2/C1=N/N=C/c1cccc(O)c1 | 5.6%[57.5 µM]
CC(=O)NC(Cc1ccccc1)C(C)=O (centres undefined) | -2.4%[57.5 µM]
CCOC(=O)C1CCCN(CC(=O)Nc2cccc(C(C)=O)c2)C1 (centres undefined) | -1.2%
CCO[C@@H]1OC(C(=O)N2CCCCCCC2)=C[C@H](c2ccc(C(F)(F)F)cc2)[C@H]1CCCO | -2.7%[57.5 µM]
c1ccc(C2[C@H]3CN(CC4CCCCC4)[C@H](c4ccccc4)C34CC2(c2cccnc2)C4)cc1 (some centres undefined) | -2.5%
CC(=O)N1CCCc2cc(S(=O)(=O)N3CCC(C)CC3)ccc21 | 1.4%
O=C(CNC(=O)c1ccccc1)NCC(=O)OCC(=O)c1ccccc1 | 6.4%
CCC(C)(C)NC(=O)C1CCN(S(=O)(=O)c2cccs2)CC1 | -5.3%
COC(=O)N1CC=CC1(C)C(=O)NCc1cc(F)cc(C(F)(F)F)c1 (centres undefined) | 2.9%&-2.3%
CC(=O)Nc1ccc(NC(=O)c2ccccc2Sc2ccc([N+](=O)[O-])cc2Cl)cc1 | -2.6%
C#CCOCCOCCOCCNc1nc(N2CCN(C(=O)Cn3cc(CCO)nn3)CC2)nc(N2CCN(C(=O)[C@H](C(C)C)n3cc(CCO)nn3)CC2)n1 | 0.4%
NS(=O)(=O)c1ccc(NC(=O)CN2C(=O)CCC2=O)cc1 | -6.1%[57.5 µM]
CN1c2ccsc2/C(=N/Nc2ccc(F)cc2)CS1(=O)=O | ?
CCOc1c(Br)cc(CNCc2cccs2)cc1OC | -7.7%
O=C1C2C3CCC(C3)C2C(=O)N1CNc1ccccc1 (centres undefined) | -2.7%
CCc1ccc(NC(=S)Nn2cnnc2)cc1 | -5.3%
Cn1cc([N+](=O)[O-])c(C(=O)Nc2ccc(-c3nc4ccccc4o3)cc2)n1 | -7.6%[57.5 µM]
CC(C)(C)CN1C(=O)C(=O)NC[C@H]1Cc1cccc2ccccc12 | -15.1%[57.5 µM]
CCOc1cc(/C=C(\C#N)C(=O)NCC2CCCO2)ccc1O (centres undefined) | 9.4%
CC(C)c1ccccc1OCCNC(=S)NC(=O)c1cccnc1 | ?
Cc1cc(C)nc(SCc2ccc(C(=O)N/N=C/c3cccc(O)c3O)cc2)n1 | -1.9%
O=C1C(Cl)=C(N2CCN(c3ccccc3[N+](=O)[O-])CC2)C(=O)c2ccccc21 | 25.1µM*
CCn1nc(NC(=O)C2CCCO2)c2cc3cccc(C)c3nc21 (centres undefined) | ?
CCOc1ccc(/C=C/c2c([N+](=O)[O-])c(=O)n(C)c(=O)n2C)cc1 | -4.7%
CCNc1nc(NCC)nc(N/N=C/c2ccc(OC)cc2)n1 | 8.3%[57.5 µM]
CC1CCN(c2ccc(C(=O)Nc3nnc(C4CC4)s3)cc2[N+](=O)[O-])CC1 | -5.0%
O=C(Oc1ccc(Cl)c2cccnc12)c1cccc([N+](=O)[O-])c1 | 2.0%
Cc1cc(C)n(-c2ccc([N+](=O)[O-])cc2)n1 | -5.1%
CC(/C=N/NC(=O)c1ccccc1F)c1ccccc1 (centres undefined) | -7.0%[57.5 µM]
C=CCOc1cccc(C(=O)N2CCCC(CNS(=O)(=O)c3cccs3)C2)c1 (centres undefined) | 0.5%
CSc1ccc(C(=O)C2CCCN(C(=O)c3cc4cc(F)ccc4[nH]3)C2)cc1 (centres undefined) | -3.0%
COc1ccc2c(c1)c1nc3ccccc3nc1n2Cc1ccc(OC)c(OC)c1 | -0.4%
CCN(CC)C(=O)CCc1nnc(CCc2c[nH]c3ccccc23)o1 | -1.9%
O=C(CCN1C(=O)c2ccccc2C1=O)NC(=S)Nc1ccccc1 | 4.0%
CC(C)CC(NC(=O)OC(C)(C)C)c1cn([C@@H](Cc2cc3ccccc3[nH]2)C(=O)N2CCN(C(=O)OC(C)(C)C)CC2)nn1 (some centres undefined) | -3.9%[57.5 µM]
COC(=O)CCC(=O)NN1C(=O)c2ccccc2C1=O | 4.3%
O=[N+]([O-])c1ccc(-c2cnc[nH]2)cc1 | -11.1%[57.5 µM]
CC1CCN(c2nnc(N)s2)CC1 | ?
COc1cccc(NC(=O)C(=O)NCc2ccncc2)c1 | -4.3%
CCCNC(=O)CN(Cc1ccco1)S(=O)(=O)c1ccc(OCC)cc1 | 8.4%
CC(=O)Nc1ccc2nc(-c3cccnc3)[nH]c2c1 | -0.1%
CCOc1cccc(/C=C/c2cc(C(=O)O)c3ccccc3n2)c1OC | 2.3%[57.5 µM]
Cc1sc2nc(SCc3ccc(C(=O)O)cc3)n(Cc3ccco3)c(=O)c2c1C | 18.5%[57.5 µM]
O=C(CSc1nccc(-c2cccs2)n1)Nc1cccc(Cl)c1Cl | -0.2%[57.5 µM]

Given in markdown: six of the compounds above.
| Structure | ERK EGF inh |
| --- | --- |
| COc1cccc(NC(=O)C(=O)NCc2ccncc2)c1 | -4.3% |
| CCCNC(=O)CN(Cc1ccco1)S(=O)(=O)c1ccc(OCC)cc1 | 8.4% |
| CC(=O)Nc1ccc2nc(-c3cccnc3)[nH]c2c1 | -0.1% |
| CCOc1cccc(/C=C/c2cc(C(=O)O)c3ccccc3n2)c1OC | 2.3%[57.5 µM] |
| Cc1sc2nc(SCc3ccc(C(=O)O)cc3)n(Cc3ccco3)c(=O)c2c1C | 18.5%[57.5 µM] |
| O=C(CSc1nccc(-c2cccs2)n1)Nc1cccc(Cl)c1Cl | -0.2%[57.5 µM] |

(list continues)
SMILES | ERK EGF inh
COc1ccc(-c2cc(=NC(CC(C)C)C(=O)O)c3cc(C)ccc3o2)cc1 (centres undefined) | -0.2%
O=C(OCc1nnc(-c2ccccc2)o1)c1ccc(Cl)cc1 | -3.8%
Cc1ccc(S(=O)(=O)NNC(=O)Nc2ccc(Cl)c(Cl)c2)cc1 | -10.4%
O=C(O)c1c(-c2ccc(Cl)cc2)cn2ccccc12 | -4.2%
Cc1ccc(C(=O)NCc2ccccc2)cc1Br | 0.8%
COc1ccc(C(C)=O)cc1COc1nc(C)nc2ccccc12 | -2.9%
O=C(O)Cn1ncn(-c2ccc(OC(F)(F)F)cc2)c1=O | -1.7%
CCCOC(=O)c1ccc(NC(=O)C(CC)CC)cc1 | 0.2%
CCOC(=O)NC(=O)C(=CNc1ccccc1C)C(=O)NC(=O)OCC | 1.2%
COc1cc(/C=C/C(=O)OCC(=O)NC(=O)NC(C)(C)C)ccc1O | 0.9%[57.5 µM]
NC(=O)c1c(-c2ccccc2)oc2ccc(O)cc12 | -4.8%[57.5 µM]
Cn1cc(-c2ccccc2)cc(C#N)c1=O | 1.4%
Cc1ccccc1-n1cnnc1SCC(=O)Nc1cccnc1Cl | 5.4%
COc1ccc2c(c1)CCN1C2CCN2C(=O)CCC21 (centres undefined) | 14.5%[57.5 µM]
COc1ccc(C(C)=O)cc1COc1ccc(Cl)c(C)c1 | -4.4%[57.5 µM]
CCn1cc(C(=O)Nc2ccc(NC(=O)c3ccco3)cc2)c(=O)c2ccc(C)nc21 | 6.3%
O=C1C=CC(=O)N1c1cccc(-c2ccccc2)c1 | 15.9%[57.5 µM]
O=C(Nc1cccc(F)c1)/C(=C\c1cccnc1)NC(=O)c1ccco1 | 0.6%
CC1=C(C(=O)OCC2CCCO2)C(c2ccc(F)cc2)NC(=O)N1 (centres undefined) | -7.8%
COc1ccc(OCC(=O)NNC(=O)c2c(-c3ccccc3Cl)noc2C)cc1 | 8.6%[57.5 µM]
O=C(OCc1cc2ccccc2[nH]c1=O)c1ccc([N+](=O)[O-])cc1 | 2.3%[57.5 µM]
CCOC(=O)c1cc2c(=O)n3ccccc3nc2n(CC(C)C)c1=NC(=O)c1c(-c2c(F)cccc2Cl)noc1C | -5.7%
COc1ccc(-c2csc(NC(=O)COC(=O)C3=COCCO3)n2)cc1 | -1.5%
CCOC(=O)C1=C(c2ccccc2)N=c2s/c(=C\c3cccc(O)c3)c(=O)n2C1c1cccs1 (centres undefined) | -5.4%[57.5 µM]
O=C(c1cnsn1)N1CCC(CO)(Cc2ccc(Cl)cc2)CC1 | -0.9%
Cc1cc(C)c(-n2c(SCCS(=O)(=O)c3ccc(F)cc3)n[nH]c2=O)c(C)c1 | 2.1%[57.5 µM]
CCc1ccc(N2CC(O)(c3cccs3)[N+]3=C2SCCC3)cc1 (centres undefined) | -0.5%
O=C(c1ccco1)N1CCN(C(c2ccccn2)c2nnnn2C2CCCC2)CC1 (centres undefined) | -2.0%
CCS(=O)(=O)NCC(c1ccco1)N1CCN(c2ccccc2F)CC1 (centres undefined) | -0.8%
COC(=O)Cc1c(O)ccn(CCc2ccccc2)c1=O | -20.7%
Brc1c(CSc2nc3ccccc3s2)nc2ncccn12 | -3.9%
O=C(NC1CCS(=O)(=O)C1)/C(=C\c1ccccc1)NC(=O)c1ccccc1 (centres undefined) | -3.4%
Cc1ccc(Cl)cc1-n1ncc2c(NNC(=O)c3ccco3)ncnc21 | 4.7%
COc1ccc(S(=O)(=O)N(C)C)cc1NCC(=O)Nc1ccc(F)cc1F | -2.2%
CCOC(=O)NCCOC(=O)Nc1ccc(Cl)cc1 | 1.5%
CCn1nc(C)cc1C(=O)N1CCc2c([nH]c3ccccc23)C1c1cc(F)ccc1F (centres undefined) | -6.7%[57.5 µM]
CC1CCCN(CCCOc2ccc(Cl)cc2Br)C1 (centres undefined) | 3.1%
CCCCn1c(=O)c(F)cn(Cc2ccc(OC)c([N+](=O)[O-])c2)c1=O | -14.0%
Cc1cccc(NC(=O)c2ccc(NC(C)c3ccccc3)c([N+](=O)[O-])c2)n1 (centres undefined) | 14.1µM*
CCc1cccc(NC(=O)Cc2ccc(OC)c(OC)c2)c1 | -8.1%
O=C(O)C1C(C(=O)O)C1(c1ccccc1)c1ccccc1 (centres undefined) | -7.0%[57.5 µM]
CCn1cc(C(=O)Nc2ccc(C)c([N+](=O)[O-])c2)cn1 | 8.6%
CCn1c(O)c(N=NC(=O)CNC(=O)c2ccco2)c2ccccc21 | 1.8%
CC(=O)N1CCOCCOCCOCC1 | -8.3%[57.5 µM]
COc1ccc(-c2nnc(Nc3ccc(OC)c(C(=O)N4CCCCC4)c3)c3ccccc23)cc1 | -0.4%
CC12CCC(C/C1=N/NC(=O)Nc1ccccc1)C2(C)C (centres undefined) | 3.3%
O=C(NC1CCCC1)c1cc2nc(-c3ccccc3)cc(-c3ccccc3)n2n1 | -6.0%[57.5 µM]
COc1ccccc1C(C)N(C)Cc1nc(COc2ccccc2)no1 (centres undefined) | 0.0%
Cc1cc(C)nc(N(C#N)Cc2ccc([N+](=O)[O-])cc2)n1 | 11.5%
Cc1cc(C(=O)NNc2ccc(Cl)cc2)no1 | -7.4%[57.5 µM]
Cc1c(OCC(=O)NC(Cc2c[nH]c3ccc(O)cc23)C(=O)O)ccc2c3c(c(=O)oc12)CCC3 (centres undefined) | 4.0%[57.5 µM]
CCOC(=O)N1CCN(C(=O)/C(=C/c2ccc(Br)cc2)NC(=O)c2ccc(OC)cc2)CC1 | 2.7%
Cc1ccc(OCCNS(=O)(=O)c2ccc(N3CCCC3=O)cc2)cc1 | 1.9%
Cc1ccc(S(=O)(=O)N2CCCCC2)cc1C(=O)Nc1cccnc1 | 3.5%[57.5 µM]
COC(=O)c1sccc1NC(=O)CC1C(=O)NCCN1C(=O)c1ccccc1 (centres undefined) | 3.6%[57.5 µM]
COC(=O)c1ccccc1Nc1cc(C)nc2nc(C)nn12 | 1.9%
CC(C)[C@H](NC(=O)c1ccccc1)C(=O)OCC(=O)Nc1ccc2c(c1)OCCO2 | 14.2%
NNC(=O)c1ncoc1-c1ccc(Cl)cc1 | 10.1%[57.5 µM]
Cc1ccc(C2(COC(=O)C(C)C)CO2)c(OC(=O)C(C)C)c1 (centres undefined) | -9.3%[57.5 µM]
O=C1CCCC/C1=N\Nc1ccc(OCc2ccccc2)cc1 | -0.8%

Screens: PubChem, National Center for Advancing Translational Sciences (NCATS)
